Screening results from PubChem.
Pf Dd2 inh: qHTS Primary assay for Inhibitors of Plasmodium falciparum Dd2 growth in vitro. 120,000 compounds, 4.3% hits. P. falciparum Dd2 growth, SYBR Green, 72 h. Potency, µM (highest dose often 28.9 µM), inactives show top-dose activity, negative = inhibition, hits mostly inhibitors. AID 1347417, 2020; active = well fitted inhibition curve with a large enough effect; inconclusive = small, poorly fitted or top-dose-only effect; inactive = no such curve, though single readings can be large or run the other way;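 note: plate controls were DMSO vehicle for no effect and reference drug for full effect; nearly all actives have a fitted effect of over 65% in size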
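Infected erythrocytes (Dd2, 0.3% parasitemia, 2.5% hematocrit final) are added to compound in RPMI-1640/Albumax II medium, grown 72 h at 37C in low oxygen, then lysed with saponin/Triton-X containing SYBR Green and read by fluorescence.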
* = called active by the depositor; i = inactive; u = inconclusive; & = joins results of further samples; [ ] = remark or other dose. Potency is the fitted concentration of half-maximal effect.

canonical_smiles | Pf Dd2 inh
CCC1CCCCN1S(=O)(=O)c1ccc(NC(=O)c2cc(=O)c3c(C)cc(C)cc3o2)cc1 (stereo not drawn) | -11%
Cc1ccc(CN2CCCn3nc(C(=O)NCCc4ccccc4Cl)cc3C2=O)cc1 | -24%
Cc1ccc(-c2nnc(SCC(=O)NC3CCCC3)nc2-c2ccc(C)cc2)cc1 | 5µM*
CC(=O)N1C[C@@H]2CCCN3CCC[C@@H]([C@H]23)[C@H]1CCCC(=O)NCc1ccc(C)o1 | u
Cc1ccc(CNC(=O)N2CCc3c(nc4cc(-c5ccccc5Cl)[nH]n4c3=O)C2)cc1 | i
c1cnc2c(c1)nc1n2[C@@H](CNC2CCOCC2)COC1 | 19%[44.1 µM]
CCn1cc(-c2ccncc2)cc1C(=O)NCc1ccc(SC)cc1 | i
CCOc1ccccc1-c1noc(-c2nc(CC)no2)n1 | u

Next section.
canonical_smiles | Pf Dd2 inh
CC(=O)NC[C@@H]1C=C(C)[C@H](CC(=O)N(C)Cc2ccccc2)C[C@H]1C(C)C | i
Cn1ccc2cc(S(=O)(=O)N3CCC(C(=O)NCCc4ccccc4)CC3)ccc21 | -15%
COc1cccc(NC(=O)CSC2=Nc3ccccc3C3=NC(CC(=O)NC4CCCCC4)C(=O)N23)c1 (stereo not drawn) | 117%[activator]
O=S(=O)(NCCc1noc(-c2ccccc2)n1)c1cccs1 | -27%
COc1cc(NC(=O)CN2C(=O)C(c3ccccc3)=NC2(C)C)cc(OC)c1OC | 16%
Cc1cc(=O)n(CC(=O)Nc2ccccc2F)c(-c2ccc(Cl)cc2)n1 | -104%
CCOc1ccccc1N(C)C(=O)Cn1nc(Cc2ccncc2)c2ccccc2c1=O | u
Cc1cccc(NC(=O)Cn2cccc2-c2nc(-c3ccc4c(c3)OCO4)no2)c1 | u

New compounds follow
canonical_smiles | Pf Dd2 inh
Cc1ccc(NS(=O)(=O)c2ccc(-n3cccn3)cc2)c(Br)c1 | 7%
COc1cc(NC(=O)c2cc3c(=O)n(Cc4cccs4)ccc3nc2C)cc(OC)c1OC | u
CC(C)CC(=O)N[C@H](C)c1c(-c2ccc(Cl)cc2)noc1C(=O)O | 20%[44.1 µM]
O=C1CC(c2ccccc2)N(C(=O)C2CC2)CCCN(C(=O)NCCc2ccccc2)CCN1 (stereo not drawn) | u
Cc1ccccc1C(=O)N1C(C(=O)NC2CC2)COC12CCN(C(=O)c1cccc(Cl)c1)CC2 (stereo not drawn) | i
CS(=O)(=O)NCCc1csc2nc(-c3ccccc3)nn12 | 33%
CCc1noc(-c2cn(C3CCCN(C(=O)c4ccc(Cl)s4)C3)nn2)n1 (stereo not drawn) | i
CS(=O)(=O)N1CC2(CCN(C3COC3)C2)Cc2ccccc21 (stereo not drawn) | i

(more compounds)
canonical_smiles | Pf Dd2 inh
O=C1NC2(CN([S+](=O)([O-])c3ccccc3)C2)Oc2ccccc21 | u
CC(=O)N1CCC(c2nc(-c3nnn4c3COC(c3ccc(Cl)cc3)C4)no2)CC1 (stereo not drawn) | u
COc1ccc(-c2ncc3c(n2)OCCN(Cc2ccccc2)C3=O)cc1 | 1.3µM*
O=c1[nH]nc2n1CCCCC2 | 71%
CC1=C(c2ccc(C)cc2)S(=O)(=O)NC1=NCc1cccc(F)c1 | -7%
CCOCCCn1c(SCC(=O)Nc2ccc(F)cc2)nc2c(sc3ccccc32)c1=O | u
Cc1nn(C)c(C)c1C(C)NC(=O)c1ccc(CC2CCN(C(=O)C3CC3)CC2)cc1 (stereo not drawn) | i
Cc1cccc([C@H]2C[C@@H](O)[C@@H](O)[C@@H]2NCC2CCCC2)c1 | -3%[44.1 µM]

Next part:
canonical_smiles | Pf Dd2 inh
O=C(CC1CNCCO1)NCc1nc(-c2cccc(F)c2)c(-c2ccccn2)[nH]1 (stereo not drawn) | -14%
CCNC(=O)c1ccc(-n2c(-c3ccccc3)cc3c2CCCCC3)cc1 | -2%
COc1ccc(/C=C/C(=O)Nc2nc3n(n2)C(c2ccccc2)C=C(c2ccccc2)N3)cc1 (stereo not drawn) | 7.9µM*
c1ccc(CN2CCn3c(nnc3C3CCCNC3)C2)cc1 (stereo not drawn) | -4%
Cc1ccc(NC(=O)NC[C@H]2O[C@@H](CC(=O)N3CCN(c4ccccc4)CC3)[C@H](O)[C@@H]2O)cc1 | i
COc1ccccc1CC(=O)NC1CCN(C(=O)c2cc3c(=O)[nH]c(C)cn3n2)CC1 | i
O=C(COc1ccccc1)N(Cc1cccnc1)c1nc2c(F)cc(F)cc2s1 | -8%
COc1ccc(-c2nc3scc(CCNS(=O)(=O)c4ccc(F)cc4C)n3n2)cc1 | -14%

A stretch taken from the entries so far:
canonical_smiles | Pf Dd2 inh
COc1ccccc1CC(=O)NC1CCN(C(=O)c2cc3c(=O)[nH]c(C)cn3n2)CC1 | i
O=C(COc1ccccc1)N(Cc1cccnc1)c1nc2c(F)cc(F)cc2s1 | -8%
COc1ccc(-c2nc3scc(CCNS(=O)(=O)c4ccc(F)cc4C)n3n2)cc1 | -14%

Further structures:
canonical_smiles | Pf Dd2 inh
O=C(c1c2c(nc3ccccc13)C(=O)N(C1CCCCC1)C2)N1CCN(c2ccc(F)cc2)CC1 | u
CC(=O)Nc1cccc(-c2nnc(SCC(=O)c3cc([N+](=O)[O-])ccc3Cl)o2)c1 | i
CC(C)c1ccc(S(=O)(=O)N2[C@@H]3CC[C@H]2CC(NC(=O)c2ccncc2)C3)cc1 (stereo partly drawn) | i
O=C(O)Cc1cc(C2CCN(Cc3cn(-c4ccccc4)nn3)CC2)n[nH]1 | 2%
Cc1ccc(C)c(NC(=O)N2C[C@H](c3nc(-c4ccncc4)no3)[C@@H](C)C2)c1 | -18%
CCOC(=O)N1CCC(c2nnc(CN3CCCCCC3)n2C)CC1 | 7%
COc1ccc(NC(=O)CC2C(=O)N(c3ccc(C)cc3)C(=O)N2Cc2ccc(C)cc2)cc1 (stereo not drawn) | i
COc1ccc(Cl)cc1C(=O)N1CCC(n2cc(-c3nc(C)no3)nn2)C1 (stereo not drawn) | 48%[activator]

The list goes on.
canonical_smiles | Pf Dd2 inh
Cc1ccc(CNC(=O)c2ccc3c(c2)N(Cc2ccccc2)C(=O)c2ccccc2S3(=O)=O)cc1 | -44%
Cc1ccc(-n2c(C3CCN(C(=O)c4cc(-c5ccc(F)cc5)n[nH]4)CC3)n[nH]c2=O)cc1 | u
CCOc1ccc(CN(CCc2ccc3c(c2)OCO3)Cc2cc(OC)ccc2O)cc1 | 0.71µM*
Cc1cccc(N2CCN(C(=O)CS(=O)(=O)Cc3nc(-c4ccccc4C)oc3C)CC2C)c1 (stereo not drawn) | 41%[activator]
Cc1ccc(C)c(Nc2nn3c(=O)c4ccc(C(=O)NCc5cccs5)cc4nc3s2)c1 | u
CCCCN1CCC(CNC(=O)c2cccc(C3CCNC3)c2)CC1 (stereo not drawn) | -9%
COc1ccc(CC(=O)N2CNC(=O)C23CCN(C(=O)CN)CC3)cc1 | 11%
CCCNC(=O)C(NC(=O)c1ccc(C)cc1)C1CCN(C(=O)c2ccc3c(c2)OCO3)CC1 (stereo not drawn) | i

Following part
canonical_smiles | Pf Dd2 inh
COc1ccc(/C=C/c2nc(C#N)c(N3CCC(C(N)=O)CC3)o2)cc1OC | i
CC(C)n1nc(OC(C)(C)C(=O)Nc2ccccn2)c2cc(CN3CCOCC3)ccc21 | 0%[44.1 µM]
O=C(c1ccc(OC(F)(F)F)cc1)N1CCC(n2cc(-c3nc(C4CC4)no3)nn2)C1 (stereo not drawn) | -8%
N#C/C(=C\c1ccc(F)cc1)c1nc(-c2ccc(-c3ccccc3)cc2)cs1 | 17%
CC(C)CCNC(=O)C1CCN(C(=O)N2CCOc3ccc(Cl)cc32)CC1 | -21%
O=C(c1ccc2c(c1)OCO2)N1CCC(N2Cc3cccn3C2=O)CC1 | i
COc1ccc(N2CC(NC(=O)c3ccc(S(=O)(=O)N4CCOCC4)cc3)CC2=O)cc1 (stereo not drawn) | 1%
Cc1ccccc1CNC(=O)CCCn1c(=O)c2cccn2c2ccccc21 | i

Pulled by structure from above (4):
canonical_smiles | Pf Dd2 inh
CC(C)CCNC(=O)C1CCN(C(=O)N2CCOc3ccc(Cl)cc32)CC1 | -21%
CC(C)n1nc(OC(C)(C)C(=O)Nc2ccccn2)c2cc(CN3CCOCC3)ccc21 | 0%[44.1 µM]
Cc1ccccc1CNC(=O)CCCn1c(=O)c2cccn2c2ccccc21 | i
COc1ccc(/C=C/c2nc(C#N)c(N3CCC(C(N)=O)CC3)o2)cc1OC | i

Next structures follow.
canonical_smiles | Pf Dd2 inh
COCC(=O)N1CC2(Cc3ccccc3N(C(C)=O)C2)C1 | 10%&30%[44.1 µM]
COc1ccccc1-c1cnc(NC(=O)c2ccc(Cl)cc2)c2c1CCO2 | 7%[44.1 µM]
Cc1cccc(N(C)C(=O)c2cc(S(=O)(=O)N3CCCC3)cn2C)c1 | 1%
CS(=O)(=O)N1CCCCCNC(=O)CC1c1ccccc1 (stereo not drawn) | 0%
CN(CCc1ccccn1)[C@H]1[C@@H]2OC[C@@H](O2)[C@@H](NCc2ccc(-c3ccccc3)cc2)[C@@H]1O | u
Cn1ccc2cc(S(=O)(=O)N3CCCC(C(=O)NCc4ccccc4F)C3)ccc21 (stereo not drawn) | -11%
COc1ccc(-c2cnc(C)o2)cc1S(=O)(=O)Nc1c(C)cc(C)cc1C | -14%
O=C(CN1CCCC1=O)NCc1ccc(F)c(Cl)c1 | 76%[activator]

New compounds follow:
canonical_smiles | Pf Dd2 inh
CCC(=O)N1CCc2cc(S(=O)(=O)NC(CC(C)C)C(=O)NCCc3ccccc3)ccc21 (stereo not drawn) | -24%
O=C(Nc1ccc(C(=O)OCc2cc(=O)n3c4c(sc3n2)CCCC4)cc1)c1cccc(F)c1 | 40%[activator]
CC(C)CC(=O)NCCc1noc(-c2ccncc2)n1 | -7%
Cc1c(C(=O)N(Cc2ccc(N(C)C)cc2)C2CCS(=O)(=O)C2)oc2ccccc12 (stereo not drawn) | -3%
CC1CCCCN1C(=O)Cn1c(SCC(=O)N(C)c2ccccc2)nc2ccccc21 (stereo not drawn) | 20%
Cc1ccccc1N1CCN(C(=O)c2ccc(Cn3ccn4nc5c(c4c3=O)CCCC5)cc2)CC1 | u
COCCN1C(=O)CS(=O)C12CCN(C(=O)Nc1ccc3c(c1)OCCO3)CC2 (stereo not drawn) | i
COCc1cccc(-c2ccc3c(n2)c(=O)ncn3Cc2ccccc2)c1 | i

Additional results follow:
canonical_smiles | Pf Dd2 inh
CN1C(=O)[C@@H]2C[C@@H](O)CN2C2(CN(Cc3ccc(F)cc3)C2)C1=O | 11%[44.1 µM]
Cc1cc(=O)n(CC(=O)Nc2cccc(Cl)c2C)c(N2CCN(c3ccccc3)CC2)n1 | u
CC1=C[C@@H](CN2CCN(c3ccccc3)CC2)[C@H](C(C)C)C[C@H]1Cc1nnc(-c2cncn2C)o1 | 4µM*
CC(C)NC(=O)c1cccc2c1CCN2C(=O)C1CC1 | 26%
O=C(C1CC1)N(C1CCOCC1)C1CCN(S(=O)(=O)c2ccc(F)c(Cl)c2)CC1 | 10µM*
Cc1ccc(CN2CCC(CN(C)C(=O)c3ccc(C4CCCN4)s3)CC2)o1 (stereo not drawn) | u
O=C1NCc2ccccc2CC12CCN(Cc1cc(O)ccc1[N+](=O)[O-])C2 (stereo not drawn) | 0%
COc1ccc(CNC(=O)CCc2c(C)nn(-c3ccc(N4CCOCC4)nn3)c2C)c(OC)c1 | 32%[activator]

Other entries:
canonical_smiles | Pf Dd2 inh
Cc1ccc(Cn2c(C3CCN(C(=O)c4ccc(F)c(Cl)c4)CC3)n[nH]c2=O)cc1 | 19%
CC(=O)Nc1ccc2c(c1)S(=O)(=O)N=C(CC(C)C)N2CC(C)C | 4µM*
O=C(CCSCc1ccc(Cl)cc1)NCc1ccc(F)cc1Cl | 21%
COC[C@@H]1CN(C(=O)Cc2ccc(OC)cc2)C[C@H]1c1nc(C)no1 | 3%
CCOCc1nc(C2CCCN(C(=O)c3ccc(F)c(F)c3)C2)no1 (stereo not drawn) | -23%
CN1CCCN(C(=O)CCC[C@@H]2[C@H]3CCCN4CCC[C@@H](CN2Cc2ccccc2)[C@@H]34)CC1 | u
Clc1ccc(CN2CCN(c3ncnc4sc5c(c34)CCCC5)CC2)cc1Cl | 44%[activator]
CC(C)(C)c1cc(C(=O)NCc2ccc(F)cc2)nn2cccc12 | -8%

New compounds follow:
canonical_smiles | Pf Dd2 inh
O=C(C1CCc2ncc(-c3ccc(F)cc3)n2C1)N1CCOCC1 (stereo not drawn) | -3%
Cn1cccc1C(=O)N1C[C@@H](Oc2ccccc2)C[C@H]1C(=O)N1CCOCC1 | 5%
Cc1cccn2c(=O)c3cc(C(=O)NC(C)(C)C)n(C)c3nc12 | -7%
Cc1cnc(-c2cccnc2)n1CC1CCNCC1 | 22%
CCn1cc(S(=O)(=O)NCC2COc3ccccc3C2)c(C)n1 (stereo not drawn) | -1%
CCc1ccc(-n2c(C)nnc2SCc2nc(-c3ccc(OC)cc3)no2)cc1 | -19%
Cc1ccc(S(=O)(=O)N2CCC(CC(=O)NCc3ccccc3)C2)cc1C (stereo not drawn) | i
O=C1NC2(CCN(C(=O)OCc3ccccc3)C2)N=C1c1cccnc1 (stereo not drawn) | -16%

Additional results
canonical_smiles | Pf Dd2 inh
CN(C)[C@@H]1CN(C(=O)c2ccccc2)CC[C@]1(O)c1ccccc1 | 20%[5.79 µM]
Cc1ccc(CN2CCN(C3CCN(Cc4ccccn4)CC3)CC2CCO)o1 (stereo not drawn) | -7%
COc1ccc(-c2cc(C[C@@H]3CC[C@H](O)[C@@H](CNC4CCN(C(C)=O)CC4)O3)no2)cc1 | i
COc1ccc2c(CC(=O)Nc3ccc(C)cc3)coc2c1 | 9%
CN(CC1CCOCC1)S(=O)(=O)c1ccccc1F | 3%

Not all compounds are listed; rates above refer to the full screens.
